# SARS 3CLpro inh = SARS-CoV 3CLpro protease inhibitors, primary screen, biochemical, quenched FRET. recombinant SARS-CoV 3CLpro, quenched FRET peptide cleavage. 0.14% of 290,000 active. inhibition, % at 6 µM; in the data active = inhibition above about 12%
# Anthrax LF inh2 = Bacillus anthracis LF protease inhibitors, primary screen, biochemical, multiplex microsphere, MLPCN library; Lethal factor (Bacillus anthracis), P15917; multiplex microsphere protease cleavage assay; inhibition, % at 10 µM; 0.12% of 360,000 active; AID 588501, 2011; note: plate controls were buffer without enzyme for full effect and enzyme alone for no effect
# BoNT A protease = BoNT/A light chain protease inhibitors, primary screen, biochemical, flow cytometry, MLPCN library. Botulinum neurotoxin type A light chain protease (Clostridium botulinum A str. ATCC 3502). AID 588499, 2011. multiplex microsphere protease substrate cleavage. inhibition, % at 10 µM. 0.17% of 360,000 active; note: plate controls were buffer without enzyme for full effect and enzyme alone for no effect
# TcdB inh = TcdB glycohydrolase inhibitors, primary screen, biochemical, single point, plate reader | TcdB glycohydrolase enzymatic assay | inhibition, % at 9.99 µM | 0.24% of 350,000 active | Toxin B (Clostridioides difficile), P18177; in the data active = inhibition above about 10%
# Target sequence (P18177 whole entry, looked up): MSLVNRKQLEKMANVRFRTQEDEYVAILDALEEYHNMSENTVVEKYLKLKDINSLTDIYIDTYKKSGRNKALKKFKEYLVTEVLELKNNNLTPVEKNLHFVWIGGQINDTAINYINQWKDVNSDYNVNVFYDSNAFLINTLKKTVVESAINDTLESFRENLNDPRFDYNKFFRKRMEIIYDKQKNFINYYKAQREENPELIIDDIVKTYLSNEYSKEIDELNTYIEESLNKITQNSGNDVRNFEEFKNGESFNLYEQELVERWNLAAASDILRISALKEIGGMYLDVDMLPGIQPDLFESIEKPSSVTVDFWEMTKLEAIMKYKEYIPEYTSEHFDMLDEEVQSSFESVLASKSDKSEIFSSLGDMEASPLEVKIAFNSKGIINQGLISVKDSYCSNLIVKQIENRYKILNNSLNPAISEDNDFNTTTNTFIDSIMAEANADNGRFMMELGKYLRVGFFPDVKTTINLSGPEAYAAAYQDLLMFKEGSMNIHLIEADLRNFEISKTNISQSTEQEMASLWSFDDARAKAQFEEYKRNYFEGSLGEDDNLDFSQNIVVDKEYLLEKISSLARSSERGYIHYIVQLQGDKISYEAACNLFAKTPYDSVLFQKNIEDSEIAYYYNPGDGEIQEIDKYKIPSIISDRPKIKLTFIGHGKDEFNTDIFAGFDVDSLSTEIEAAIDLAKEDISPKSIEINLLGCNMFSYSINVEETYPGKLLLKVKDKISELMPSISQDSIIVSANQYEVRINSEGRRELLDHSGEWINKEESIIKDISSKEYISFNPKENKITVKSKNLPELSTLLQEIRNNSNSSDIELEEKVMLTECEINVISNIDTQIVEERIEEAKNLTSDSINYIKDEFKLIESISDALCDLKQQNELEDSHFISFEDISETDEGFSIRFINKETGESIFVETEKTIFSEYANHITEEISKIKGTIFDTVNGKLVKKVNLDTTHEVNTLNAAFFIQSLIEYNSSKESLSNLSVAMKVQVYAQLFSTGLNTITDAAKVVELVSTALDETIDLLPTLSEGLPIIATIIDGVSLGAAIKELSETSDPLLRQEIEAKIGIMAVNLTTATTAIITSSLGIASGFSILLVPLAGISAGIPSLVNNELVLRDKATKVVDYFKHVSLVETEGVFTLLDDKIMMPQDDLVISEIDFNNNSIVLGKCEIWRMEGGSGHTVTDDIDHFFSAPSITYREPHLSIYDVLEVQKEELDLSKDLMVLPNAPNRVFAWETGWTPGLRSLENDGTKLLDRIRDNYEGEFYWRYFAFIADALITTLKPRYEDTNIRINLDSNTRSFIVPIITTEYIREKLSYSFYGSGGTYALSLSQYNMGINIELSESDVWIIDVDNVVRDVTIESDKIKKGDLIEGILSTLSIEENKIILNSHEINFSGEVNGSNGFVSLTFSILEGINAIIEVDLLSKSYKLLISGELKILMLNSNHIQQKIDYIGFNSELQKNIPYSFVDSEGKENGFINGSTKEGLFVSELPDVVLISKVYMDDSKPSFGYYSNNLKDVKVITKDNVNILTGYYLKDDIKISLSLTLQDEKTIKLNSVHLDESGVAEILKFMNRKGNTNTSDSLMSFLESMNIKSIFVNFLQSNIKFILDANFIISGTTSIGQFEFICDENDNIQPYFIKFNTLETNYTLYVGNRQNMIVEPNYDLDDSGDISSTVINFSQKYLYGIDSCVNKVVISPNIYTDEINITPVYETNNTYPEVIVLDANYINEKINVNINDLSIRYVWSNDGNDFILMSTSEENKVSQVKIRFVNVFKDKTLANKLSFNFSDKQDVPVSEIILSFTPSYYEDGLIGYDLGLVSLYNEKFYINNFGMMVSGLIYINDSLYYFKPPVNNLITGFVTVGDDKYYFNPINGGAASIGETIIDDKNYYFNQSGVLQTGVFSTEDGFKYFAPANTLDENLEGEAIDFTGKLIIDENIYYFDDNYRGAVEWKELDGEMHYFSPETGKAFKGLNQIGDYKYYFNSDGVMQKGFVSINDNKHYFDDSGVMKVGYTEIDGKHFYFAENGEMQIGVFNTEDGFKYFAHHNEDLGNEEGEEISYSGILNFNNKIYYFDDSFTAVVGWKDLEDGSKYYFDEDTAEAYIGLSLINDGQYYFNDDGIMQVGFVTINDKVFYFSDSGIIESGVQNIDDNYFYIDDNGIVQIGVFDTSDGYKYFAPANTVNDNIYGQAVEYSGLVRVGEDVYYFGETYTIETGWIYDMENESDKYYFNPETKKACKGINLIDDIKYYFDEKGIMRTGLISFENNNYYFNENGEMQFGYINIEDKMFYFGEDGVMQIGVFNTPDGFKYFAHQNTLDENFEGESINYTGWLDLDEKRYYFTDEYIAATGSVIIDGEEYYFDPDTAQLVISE
# BH1578 lux ind = inducers of Vibrio cholerae quorum light production without autoinducers, primary screen, BH1578 luxS cqsA deficient, single point; 0.16% of 350,000 active; activation, % at 18.7 µM; V. cholerae BH1578 lux reporter, luminescence, 6 h; in the data active = activation mostly above about 9.7%, no sharp cut-off; inconclusive = no clear call, values can overlap the other calls; inactive = mostly below about 3.7%; note: not every result past the cut was called active; inactives centre near 0; reference of the scale not given here
# PrPC surface inh = inhibitors of human cell surface prion protein PrPC, primary screen, cell-based, TR-FRET. inhibition, % at 13.8 µM. TR-FRET read-out. Major prion protein (Homo sapiens), P04156. 0.43% of 370,000 active; in the data active = inhibition above about 24%; note: 0% = median of the test wells and 100% = reference compound wells
# Y pestis TopoI = Yersinia pestis topoisomerase I inhibitors, primary screen, biochemical, cleavage product accumulation, plate reader, single point; activity, % at 10 µM; DNA topoisomerase I (Yersinia pestis CO92); 0.064% of 360,000 active; Y. pestis Topo-I cleavage product accumulation; in the data active = activity above about 50%, passing the limit was not always enough; inconclusive = no clear call, values can overlap the other calls; note: inactives centre near 2
# PfHsp40 yeast = rescue of yeast from PfHsp40 toxicity, primary screen, S. cerevisiae, ATP luminescence. S. cerevisiae expressing PfHsp40, growth rescue. growth rescue, % at 12.5 µM. 0.68% of 340,000 active. AID 504582, 2011; in the data active = growth rescue above about 28%, passing the limit was not always enough; inconclusive = no clear call, values can overlap the other calls;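 note: yeast W303a lacking pdr1 and pdr3 grown in galactose medium; growth measured after three days at 30 °C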
# SSB-PriA inh = inhibitors of Klebsiella pneumoniae PriA binding to SSB C-terminal tail, primary screen, biochemical, AlphaScreen; PriA–SSB C-terminal tail interaction (Klebsiella pneumoniae); AlphaScreen SSBct-PriA binding, biotinylated peptide; inhibition, % at 33 µM; 0.6% of 430,000 active; AID 1272365, 2023; in the data active = inhibition mostly above about 37%, no sharp cut-off; inactive = mostly below about 20%;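 note: plate controls were negative control peptide for no effect and reference peptide for full effect; strong numbers were not always called active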
# Numbers without * were called inactive; i = inactive; ? = inconclusive; . = no result given; & = joins results of further samples. Cut-off read from the data, not from the text of the source, unless noted: active = inhibition above about 30%; inconclusive = no clear call, values can overlap the other calls; inactive = below that. An excerpt. The share of hits here may be higher or lower than overall.
SMILES,SARS 3CLpro inh,Anthrax LF inh2,BoNT A protease,TcdB inh,BH1578 lux ind,PrPC surface inh,Y pestis TopoI,PfHsp40 yeast,SSB-PriA inh
COc1ccccc1N1CCN(CCN2C(=O)C3CCCN3C2=O)CC1 (stereo unspecified),-2,-9,-0.6,0.1,i,8,1,-1.1,-6
COC(=O)N=Nc1c(O)[nH]c2ccc(Br)cc12,0,-1,0.4,1.8,i,-31,4,-1.3,-10
CC(C)N(C(=O)[C@H]1CC(CC(=O)NC(C)(C)C)C(=O)N2CCc3c([nH]c4ccccc34)[C@]12C)C(C)C (stereo partly specified),.,-7,-0.4,0.2,i,5,22,0.3,-3
COCCn1c(SCc2ccccc2)nc2c1c(=O)[nH]c(=O)n2C,-1,-6,-2.4,-0.1,i,8,1,0.0,-3
Cc1c(NC(=O)OCCNC(=O)COc2c(Cl)cccc2Cl)sc(=S)n1C,0,0,-0.6,.,-3.7,9,0,-0.1,-10
O=C(OCc1ccccc1)c1cccc(-c2nnc(-c3ccccc3)o2)c1,3,-1,?,.,1.7,15,-5,3.7,-2
CCN(CC)S(=O)(=O)c1cccc(NC(=O)COC(=O)/C=C/c2cccs2)c1,0,-5,-0.5,1.8,-2.1,2,9,0.9,-18
O=C(NC(c1ccccc1)c1ccccc1)c1ccc(CO)cc1,-3,1,-4.4,0.9,-0.3,13,6,-1.2,-4
Cc1ccc2c(c1)-c1c(cnn1CC(=O)N(Cc1ccco1)C1CCCCC1)CO2,0,-4,-0.9,0.7,0.1,8,30,2.4,7
Cc1ccc(S(=O)(=O)N2CCN(C(=O)COC(=O)c3cc([N+](=O)[O-])ccc3NCCO)CC2)c(C)c1,.,-4,-0.3,1.0,-0.8,-10,14,0.5,3
Cc1ccc(C(=O)N2CCN(c3ccc(N4CCOCC4)nn3)CC2)cc1C,.,4,3.7,-0.5,-0.3,0,8,0.4,-19
O=C(COC(=O)c1ccc(Br)o1)Nc1ccc(N2CCOCC2)cc1,.,-3,-1.2,-1.1,i,9,-6,-1.1,-7
COc1cccc2cc(C(C)N(CCCN3CCOCC3)C(=S)Nc3cc(C)cc(C)c3)oc12 (stereo unspecified),2,.,.,1.7,-0.5,1,19,0.4,-1
Cc1onc(-c2ccccc2Cl)c1C(=O)NCc1ccco1,-3,-17,-11,-0.8,1.1,-1,2,1.4,11
O=C(NCc1ccccc1)Oc1cccc(Cl)c1,-3,0,1.5,.,i,1,17,1.8,-8
COc1cccc2cc(-c3n[nH]c(=S)n3C)oc12,2,-8,-0.1,3.9,i,-5,-7,0.2,5
CCOC(=O)C1CCN(S(=O)(=O)c2cccc(C(=O)Nc3ccccc3)c2)CC1,4,-3,0.6,1.2,1.6,-7,25,-0.4,-6
N#Cc1ccc(C(=O)Nc2cc(S(=O)(=O)N3CCOCC3)ccc2N2CCOCC2)cc1,.,-1,0.2,-0.4,-5.9,4,-1,.,.
C=CCn1c(NCc2ccc(OC)cc2)nc2ccccc21,3,8,0.7,0.6,-1.3,-1,2,-2.2,-15
O=C(CCN1C(=O)/C(=C\c2ccccc2)SC1=S)Nc1ccc(C(=O)O)cc1,3,-3,2.1,0.4,-0.5,-6,1,-0.2,-1
O=C(NC1CCCCC1)C1c2ccccc2OCC(=O)N1CC(F)(F)F (stereo unspecified),.,3,-0.4,0.0,.,6,.,.,.
Cc1ccc(NC(=O)Nc2c(C)n(C)n(-c3ccccc3)c2=O)cc1C,-1,0,0.1,1.0,i,9,3,-0.2,1
O=C(CSc1nnc2ccccn12)NCCN1C(=O)CSC1=O,6,-3,0.0,.,i,-2,-5,2.5,-8
Cc1cnc(NC(=O)CSc2nnc(C)n2N)s1,1,-1,2.1,0.9,-0.2,2,-4,-0.1,-8
O=C(Nc1cccc(C(=O)N2CCOCC2)c1)c1ccccc1Cl,2,-4,1.1,0.3,i,-5,-3,0.2,-2
O=[N+]([O-])c1ccc2c3n([n+]([O-])c2c1)CCN=C3c1ccc(Cl)cc1,.,-8,5.1,0.8,i,-10,-15,1.4,15
Cc1ccccc1OCC(=O)Nc1cccc(NC(=O)c2ccco2)c1,-3,-4,0.0,.,-0.2,0,3,2.8,-4
Cc1noc(C)c1NC(=O)N(C)C[C@H]1Oc2c(NC(=O)Cc3ccccc3)cccc2C(=O)N([C@H](C)CO)C[C@@H]1C,.,-3,-0.1,.,-2.0,-1,3,1.2,-4
CCOc1nc(-c2ccccc2)ccc1-c1noc(COc2ccccc2)n1,0,-6,-0.1,.,-1.0,-1,20,-1.2,-44
CCCc1nc2ccccc2c(=O)n1-c1c(C)n(C)n(-c2ccccc2)c1=O,0,-4,-0.2,.,i,0,-1,-0.8,-3
Cc1ccc(NC(=O)CSc2cn[nH]n2)cc1,-5,5,3.3,0.2,-0.7,10,0,-0.2,-4
Cc1ccc2nc(NCc3ccccc3)c(C#N)cc2c1,-11,-1,2.2,1.4,-0.5,5,-2,0.5,-18
NC(=NC(=O)c1ccc(OCC(F)(F)F)nc1)c1ccccc1,-8,-8,-0.5,-0.8,-2.5,-2,1,-1.0,.
CCC(=O)c1cc2c(cc1NC(=O)c1ccccc1)OCCO2,1,0,-0.1,.,i,3,7,-0.4,-26
CCOC(=O)C1CCCN(C(=O)c2cncc(Br)c2)CC1 (stereo unspecified),.,-8,-0.2,-2.0,-0.7,5,13,.,.
Cc1ccc(Cn2nnnc2CN2CCC(O)(c3ccc(F)cc3)CC2)cc1,-4,-1,-0.7,1.2,i,3,6,3.4,0
CSCCC1NC2(C(=O)Nc3c(C)cc(Cl)cc32)[C@@H]2C(=O)N(C3CCCC3)C(=O)[C@H]12 (stereo partly specified),4,-6,?,.,-0.2,-1,3,-0.3,20
CCNC(=O)CSc1nc2sccc2c(=O)n1-c1ccccc1,-2,7,-1.8,1.6,1.6,0,1,-0.8,-8
CC(C)[C@H](NC(=O)c1ccccc1)C(=O)OCC(=O)N1CC2(C)CC1CC(C)(C)C2 (stereo partly specified),0,-1,-0.1,-0.5,i,3,-2,0.7,0
COc1ccccc1-c1nnc(SCC(=O)OC(C)C)o1,-8,-2,-0.5,.,i,-4,7,0.1,3
Cc1nc2sc3c(c2c(=O)[nH]1)CCCCC3,6,-2,1.7,0.5,i,3,-7,-1.3,0
CCC(C)NC(=O)CNC(=S)N(Cc1ccccc1)Cc1cccnc1 (stereo unspecified),-3,-1,-0.8,-1.9,1.0,9,4,-0.4,-5
Cc1ccc(N/C(N)=N/c2nc(C)cc(C)n2)cc1,-2,-2,0.7,.,-0.5,-2,0,6.1,.
N/C(=N\OS(=O)(=O)c1ccc(Br)cc1)c1ccncc1,0,3,2.9,.,i,-7,0,0.2,.
CCc1ccc(Nc2nnc(SC3CCOC3=O)s2)cc1 (stereo unspecified),5,0,-0.9,.,-0.2,3,5,-1.4,-6
COC(=O)c1cc(S(=O)(=O)N(C)C2CCCCC2)cn1C,2,0,-0.4,0.5,-0.4,1,-8,0.6,-7
Cc1cc(NC(=O)c2cc(-c3cccs3)on2)nn1Cc1ccc(Cl)cc1,-5,-1,0.7,.,i,7,8,0.6,-15
COc1ccc(-c2cnc3c(c2)C(=O)N([C@H](C)CO)C[C@@H](C)[C@H](CN(C)Cc2ccccc2)O3)cc1,.,-2,-0.2,1.3&0.4&0.3,-0.2,-15,10,.,.
Cc1cc(C)c([N+](=O)[O-])cc1NC(=O)CCSc1ccccc1Cl,1,1,-1.0,-0.4,i,-3,5,0.4,0
Cc1ccc2nc(-c3cccnc3SCC(=O)N3c4ccccc4CC3C)[nH]c2c1 (stereo unspecified),7,1,0.5,0.2,i,4,24,0.4,-5
CCCCN1C(=O)C(=O)N(CC(=O)c2ccc[nH]2)C1=O,.,.,.,2.9,-0.2,0,-1,0.6,7
CC(=O)NCCC(=O)Nc1cc(S(=O)(=O)Nc2ccc(Cl)cc2)ccc1N1CCCC1,-1,-4,-1.3,0.4,i,6,-12,0.2,0
CCN(CC)S(=O)(=O)c1c(Br)cc(C)cc1Br,0,-3,-1.0,0.6,i,1,14,1.2,-41
CCC(C)(C#CCN1CCCCC1)OCCC#N (stereo unspecified),0,2,0.2,.,3.8,3,3,0.1,-1
COc1ccc(S(=O)(=O)Nc2ccc3c(c2)OCO3)cc1OC,2,0,?,-1.6,-2.6,1,-6,-0.2,17
COc1ccc2[nH]c(=O)c(CN(C(=O)c3ccccn3)C3CCCCC3)cc2c1,-3,1,0.3,.,i,-3,-4,0.4,11
CN(C(=S)NC(=O)c1ccc(Br)o1)c1ccccc1,-5,-3,-0.5,.,-0.3,14,-5,0.8,5
CC(C)CNC(=O)c1cccc(NC(=O)c2ccc(NC(=O)c3ccco3)cc2)c1,0,-4,-0.9,.,i,-12,9,0.3,-2
COc1ccc(N(CC(=O)N/N=C/c2cccs2)S(=O)(=O)c2ccccc2)cc1,5,-4,-0.2,-0.1,i,-3,13,0.0,.
CN=c1scc(C)n1/N=C/c1ccc2c(c1)OCO2,1,-5,-0.6,.,-0.5,-4,-2,0.8,.

# Next records follow.
SMILES,SARS 3CLpro inh,Anthrax LF inh2,BoNT A protease,TcdB inh,BH1578 lux ind,PrPC surface inh,Y pestis TopoI,PfHsp40 yeast,SSB-PriA inh
Cn1c(=O)c2[nH]c(-c3cccnc3)nc2n(C)c1=O,6,-2,1.0,.,i,-2,-7,-0.6,-6
CN(C)S(=O)(=O)c1ccc(Nc2ccc(-c3ccc4c(c3)OCCO4)nn2)cc1,-1,-3,1.1,0.3,i,-1,18,-0.1,-4
CC(C)c1ccc(S(=O)(=O)N2CCC(C(=O)N3CCC3)CC2)cc1,.,4,2.8,1.6,i,0,-1,-0.3,-7
CC(C)(C)c1nnc(NC(=O)CCS(=O)(=O)Cc2ccccc2)s1,-1,-2,-1.6,-0.5,-0.4,4,4,0.9,-10
Cc1ccc(N(C)S(=O)(=O)c2cccc(C(=O)NCC(c3cccs3)N3CCOCC3)c2)cc1 (stereo unspecified),.,-2,-1.4,1.4,-1.2,13,-8,-0.2,-8
CCn1c(-c2ccccc2)ccc(C#N)c1=O,5,-4,-0.2,.,i,8,3,-0.7,-95
COCCCNS(=O)(=O)c1ccc(C)cc1,-1,0,0.4,0.1,i,-3,0,-0.7,-1
COc1cccc(C(=O)NCCS(=O)(=O)NCC2CCCO2)c1 (stereo unspecified),.,-2,-3.9,1.4,i,-1,3,1.1,-8
CCCCCCn1c(Br)nc2c1c(=O)n(C)c(=O)n2C,6,-7,-3.0,1.4,-0.2,1,5,0.0,-3
CC1(C)O[C@@H]1COc1c2ccoc2cc2oc(=O)ccc12,0,-4,1.2,1.2,i,4,7,-0.5,-17
CCOC(=O)c1ccc(Nc2ncnc3nc[nH]c23)cc1,0,-4,0.3,.,i,-2,-9,-1.3,-9

# One compound at a time, as listed above. Order of values: SARS 3CLpro inh | Anthrax LF inh2 | BoNT A protease | TcdB inh | BH1578 lux ind | PrPC surface inh | Y pestis TopoI | PfHsp40 yeast | SSB-PriA inh
# CCOc1nc(-c2ccccc2)ccc1-c1noc(COc2ccccc2)n1 across the screens: 0 | -6 | -0.1 | . | -1.0 | -1 | 20 | -1.2 | -44
# COc1cccc2cc(-c3n[nH]c(=S)n3C)oc12 across the screens: 2 | -8 | -0.1 | 3.9 | i | -5 | -7 | 0.2 | 5
# CC(C)CNC(=O)c1cccc(NC(=O)c2ccc(NC(=O)c3ccco3)cc2)c1 across the screens: 0 | -4 | -0.9 | . | i | -12 | 9 | 0.3 | -2
# Cc1c(NC(=O)OCCNC(=O)COc2c(Cl)cccc2Cl)sc(=S)n1C across the screens: 0 | 0 | -0.6 | . | -3.7 | 9 | 0 | -0.1 | -10

# Assay outcomes as filed in PubChem BioAssay.
